Assay outcomes deposited in PubChem BioAssay by Johns Hopkins Ion Channel Center.
CHT allo act: allosteric activators of human choline transporter CHT; B-score at 10 µM; Q9GZV3; CHT-expressing cells, membrane potential dye, choline EC20; hits give high values; LV-AA mutant CHT in HEK293 cells; 310,000 tested, 0.49% active; AID 488977;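 active = initial fluorescence not abnormally high and integrated response B-score, plate-corrected, over 3 SD above library mean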
Target sequence (Q9GZV3 whole entry, looked up): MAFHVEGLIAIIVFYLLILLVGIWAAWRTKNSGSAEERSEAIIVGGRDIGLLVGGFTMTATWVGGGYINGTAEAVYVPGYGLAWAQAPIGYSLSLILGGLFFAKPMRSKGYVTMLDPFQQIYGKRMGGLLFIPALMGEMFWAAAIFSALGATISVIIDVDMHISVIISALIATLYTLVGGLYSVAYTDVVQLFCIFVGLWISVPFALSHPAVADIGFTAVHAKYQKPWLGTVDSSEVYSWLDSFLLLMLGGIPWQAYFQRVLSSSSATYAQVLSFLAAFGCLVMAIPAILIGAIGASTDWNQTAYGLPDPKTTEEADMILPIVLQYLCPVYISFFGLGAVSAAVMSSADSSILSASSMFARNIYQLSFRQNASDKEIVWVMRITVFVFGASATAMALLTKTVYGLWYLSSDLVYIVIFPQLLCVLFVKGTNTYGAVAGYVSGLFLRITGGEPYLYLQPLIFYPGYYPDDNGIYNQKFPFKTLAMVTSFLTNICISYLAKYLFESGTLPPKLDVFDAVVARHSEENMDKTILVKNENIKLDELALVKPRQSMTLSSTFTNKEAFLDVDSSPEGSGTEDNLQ
CHT block: human CHT choline transport inhibition; Q9GZV3; CHT-expressing cells, membrane potential dye, choline response; hits give low values; B-score at 10 µM; 310,000 tested, 0.86% active; AID 488975;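 active = B-score over 3 SD under the library average, and starting fluorescence ratio not unusually high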;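 also: choline stimulus applied at its EC90 after an EC20 pre-addition; B-score computed on integrated fluorescence ratio after choline addition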
* hit, by the source's call; i = inactive.

SMILES | CHT allo act | CHT block
COc1ccc(/C=C2/CCCC(C(=O)C(F)(F)F)=C2O)cc1OC | i | i
CCCc1nc2ccccc2c(C(=O)OCC(=O)NCc2ccco2)c1CC | i | i
O=C(COc1ccc(Cl)cc1)N1CCN(C(=O)c2ccccc2F)CC1 | i | i
O=C(Cn1nnc2ccccc21)c1ccccc1 | i | i
N#Cc1c(-c2ccc(F)cc2)cc(-c2cccs2)nc1SCC(=O)O | i | i
Cc1ccc(-n2cc(CN3CCC(CO)(Cc4ccccc4)CC3)cn2)cc1 | i | i
COC(=O)c1ccc(C2C(Oc3ccccc3)C(=O)N2CCc2ccc(OC)c(OC)c2)cc1 (stereo not given) | i | i
Cc1cc(NC(=O)COC(=O)CC2CCCC2)c([N+](=O)[O-])cc1C | i | i
Cc1ccn2c(/C=N/OCc3ccc(F)cc3)c(-c3ccc(Cl)cc3)nc2c1 | i | i
Cc1cc(C)c(C)c(S(=O)(=O)N2C(=S)NC(=O)C2CC(C)C)c1C (stereo not given) | i | i
O=C(O)C1CC(=O)N(C2CCCCC2)C1c1ccccc1 (stereo not given) | i | i
O=C(CSc1ncccn1)N1CCN(C(c2ccccc2)c2ccccc2)CC1 | i | i
CCOc1ccc(OCCn2nnc3ccccc3c2=O)cc1 | i | i
COc1cccc(-c2ccc(SCC(=O)c3ccccc3)nn2)c1 | i | i
COc1ccc(S(=O)(=O)N2CC(O)CC2C(=O)OCC(=O)Nc2ccc(Cl)cn2)cc1 (stereo not given) | i | i
Nc1nc(Br)c2ccccc2c1-c1ccccc1 | i | i
Cc1nnc(SCCn2c(N3CCC(C)CC3)nc3c2c(=O)[nH]c(=O)n3C)s1 | i | i
c1ccc(Oc2cccc(NC3=NCCC3)c2)cc1 | i | i
Cc1nc(-c2cc(-c3nc(-c4cc(C(F)(F)F)cc(C(F)(F)F)c4)no3)no2)cs1 | i | i
Cc1noc(C)c1CSCC(=O)Oc1ccc(N(C)S(=O)(=O)c2ccccc2)cc1 | i | i
CCOC(=O)C1=C(C)N(c2ccccc2)C(=O)C1CC(=O)O (stereo not given) | i | i
CCc1ccccc1N(CC(=O)N1CCN(c2ccccc2F)CC1)S(C)(=O)=O | i | i
N#Cc1ccc(C(=O)N2CCN(c3ncccn3)CC2)cc1 | i | i
CCN1C(=O)[C@H]2[C@@H](c3ccc(-c4ccc(OC)cc4)cc3)N3CCCC[C@@]3(C(=O)OC)[C@H]2C1=O | i | i
CC(C)C(C(=O)Nc1ncn[nH]1)N1C(=O)c2ccccc2C1=O (stereo not given) | i | i
(listing goes on)
SMILES | CHT allo act | CHT block
Cc1nc2sc(C(c3ccccc3)N3CCN(C)CC3)c(O)n2n1 (stereo not given) | i | i
Cn1c(-c2ccc(-c3ccccc3)cc2)c[nH]c1=S | i | i
O=C1CCC(C(=O)Nc2cc(C(F)(F)F)ccc2-n2cncn2)=NN1 | i | i
COc1cc(C(=O)NCC(=O)N/N=C/c2ccc(-c3cccc([N+](=O)[O-])c3)o2)cc(OC)c1OC | i | i
COc1ccc(/C=N/NC(=O)c2ccc(O)cc2)cc1CN1CCCc2ccccc21 | i | i
COc1ccc(-n2nccc2-c2nn(-c3cccc(OC)c3)c(=O)n(C)c2=O)cc1 | i | i
Cc1sc2nc(-c3ccccc3)[nH]c(=O)c2c1-c1ccccc1 | i | i
CCn1cc(C(=O)NCc2ccco2)c(=O)c2cc(S(=O)(=O)N3CCCCCC3)ccc21 | i | i
COc1ccc(C(=O)C2CCCN(Cc3cn[nH]c3-c3ccccc3)C2)cc1OC (stereo not given) | i | i
O=C(COc1ccc([N+](=O)[O-])cc1)Nc1cccnc1 | i | i
COc1ccc(/C=N\NC(=O)COc2ccccc2Cl)cc1Cn1nc(C)cc1C | i | i
COc1cc(NC(=S)N2CCN(C(=O)C3CCCO3)CC2)c(OC)cc1Cl (stereo not given) | i | i
Cc1cc(NC(=O)NC(C(F)(F)F)C(F)(F)F)no1 | i | i
CC(C)CC(OC(=O)c1ccco1)C(=O)NCC1CCCO1 (stereo not given) | i | i
CCS(=O)(=O)N1CCCC(C(=O)NC2CCC(C)CC2)C1 (stereo not given) | i | i
O=C(CN1CCN(Cc2ccccc2)CC1)N/N=C/c1ccco1 | i | i
Cc1nn2c(N3CCN(CCO)CC3)c3c(nc2c1-c1ccccc1)CCCC3 | i | -9*
COc1ccccc1CNC(=O)c1cc2c(s1)CS(=O)(=O)C2 | i | i
CC(=O)c1ccc(NC(=O)CN(C)CC(=O)Nc2cccc(F)c2)cc1 | i | i
CCCc1cc(=O)oc2c(CN3CCCC3)c(O)c(Cl)cc12 | i | i
COc1ccc(N(CC(=O)NCc2ccccc2)S(=O)(=O)c2c(C)n[nH]c2C)cc1 | i | i
COc1ccc(CC(=O)Nc2cc(C)on2)cc1 | i | i
O=C(COC(=O)c1ccccc1NCCO)Nc1cccc(S(=O)(=O)NC2=NCCCCC2)c1 | i | i
O=[N+]([O-])c1cccc(S(=O)(=O)N2CCN(c3ccccn3)CC2)c1 | i | i
Cc1ccc(C2(c3noc(CN4CCC(C(=O)N5CCOCC5)CC4)n3)CCCC2)cc1 | i | i

Reformatted: entries from further up
The line under a structure holds: CHT allo act | CHT block
> CCOC(=O)C1=C(C)N(c2ccccc2)C(=O)C1CC(=O)O (stereo not given)
 : i | i
> CCc1ccccc1N(CC(=O)N1CCN(c2ccccc2F)CC1)S(C)(=O)=O
 : i | i
> N#Cc1ccc(C(=O)N2CCN(c3ncccn3)CC2)cc1
 : i | i

Remaining list, next part
SMILES | CHT allo act | CHT block
Clc1ccc(-c2nc3ccccc3n2OCc2ccccc2)cc1 | i | i
Cc1cccc(C)c1OCC(=O)Nc1ccccc1N1CCCCC1 | i | i
N#Cc1cccc(NC(=O)Cn2cnc(S(=O)(=O)N3CCc4ccccc43)c2)c1 | i | i
O=C(/C=C/c1cccc([N+](=O)[O-])c1)N1CCN(Cc2ccccc2)CC1 | i | i
O=C(Nc1nnc(SCc2ccc(F)cc2)s1)c1ccc2c(c1)C(=O)N(c1ccccc1Cl)C2=O | i | i
COc1ccc(S(=O)(=O)N2CCCC2)c2ccccc12 | i | i
CCOC(=O)CC(NC(=O)Cn1nnc(-c2ccccc2Cl)n1)c1ccc(OC)cc1 (stereo not given) | i | i
Cc1cccc(NC(=S)NCCc2ccccc2)c1C | i | i
CN(C)c1cccc2c1c(NC(=O)Nc1ccccc1)nn2C | i | i
Cc1nc2sc(C(c3cccs3)N3CCOCC3)c(O)n2n1 (stereo not given) | i | i
Cc1nnc2ccc(-c3ccc(NS(=O)(=O)c4ccccc4F)cc3)nn12 | i | i
Cc1nc(SCC(=O)NC(=O)NC2CCCCC2)nc(C)c1C | i | -11*
COc1cc(/C=N/NC(=O)CNC(=O)c2cccs2)ccc1O | i | i
COc1ccc(N(CC(=O)Nc2cc([N+](=O)[O-])ccc2C)S(C)(=O)=O)cc1OC | i | i
Cc1cccc(C)c1NC(=O)NN(C(=O)c1ccccc1)C(C)(C)C | i | i
CC(C)NC(=O)c1onc(CSc2ccc(Cl)cc2)c1C(=O)NC(C)C | i | i
O=C(CN1CCN(S(=O)(=O)c2ccc(F)cc2)CC1)Nc1cc(C(F)(F)F)ccc1Cl | i | i
CCC1CCCCN1Cc1nc(Cc2ccccc2Cl)no1 (stereo not given) | i | i
Cn1cc(CN2CCC(C(O)CCc3ccccc3)CC2)c(-c2ccccc2F)n1 (stereo not given) | i | i
O=C(CSc1nnc(NC2CCCCC2)s1)NC1CCS(=O)(=O)C1 (stereo not given) | i | i
CC1CCN(c2nc3c(c(=O)[nH]c(=O)n3C)n2CCCc2ccccc2)CC1 | i | i
O=C(CSc1ccc(-c2ccccc2)nn1)NCc1ccco1 | i | i
FC(F)(F)c1cccc(N2CCN(Cc3ccoc3)CC2)c1 | i | i
Cc1ccc(NC(=O)CN2CCC(C(N)=O)CC2)cc1[N+](=O)[O-] | i | i
COc1ccc(N(C)C(=O)CCS(=O)(=O)c2cccc3nonc23)c(OC)c1 | i | i
Following part.
SMILES | CHT allo act | CHT block
Nc1nc(CSc2n[nH]c(-c3ccccc3)n2)nc(Nc2ccccc2)n1 | i | i
Cc1nc2c(Cl)cc(Cl)cc2[nH]1 | i | i
Cc1cc(C)cc(-n2c(C)cc(/C=N\NC(=O)COc3cccc4cccnc34)c2C)c1 | i | i
O=S(=O)(Nc1ccc(-c2ccc3nncn3n2)cc1)c1cc(F)ccc1F | i | i
Cc1cc(C)c2c3c(sc2n1)C(=O)N(C)CC(=O)N3 | i | i
Cc1ccc(CC(NC(=O)c2ccccc2)C(=O)NCC(=O)O)cc1 (stereo not given) | i | i
CC(=O)Nc1ccc(S(=O)(=O)N2CCSC2c2ccco2)cc1 (stereo not given) | i | i
CCc1ccc2nc3sc(C(=O)Nc4nnc(CC)s4)c(N)c3cc2c1 | i | i
CCOC(=O)c1ccccc1NC(=O)Cn1cnc2c(nnn2-c2ccc(C)cc2)c1=O | i | i
CCOC(=O)C1(CCOC)CCN(C(=O)c2ccccc2-c2cccc(C)c2)CC1 | i | i
O=C(c1csc2c1CCCC2)N1CCCCC1 | i | i
Cc1nc(-c2ccc(S(=O)(=O)Nc3ccc(S(N)(=O)=O)cc3)cc2)co1 | i | i
CC(=O)c1ccc(N2CCN(C(=O)CCS(=O)(=O)c3ccc4c(c3)CCN4C(C)=O)CC2)cc1 | i | i
CCCn1nnc(NC(=O)COc2ccc(C3CCCCC3)cc2)n1 | i | i
Clc1ccc(-c2nnc(CNC3CC3)o2)cc1 | i | i
N#CCC(=O)Nc1sc2c(c1C(N)=O)CCCC2 | i | i
CNC(=O)CC(=O)Nc1ccccc1C(=O)O | i | i
N#CC(C(=O)Nc1ccc(Cl)cc1)=C1Nc2ccccc2N1 | i | i
COCCn1nnnc1C(c1ccccc1)N1CCN(c2ccccc2)CC1 (stereo not given) | i | i
Cc1nn(CC(=O)c2ccc(Cl)s2)c(C)c1[N+](=O)[O-] | i | i
O=C(OCc1nc2ccccc2[nH]1)C12CC3CC(CC(C3)C1)C2 | i | i
CCOc1ccc(C(=O)NC(=S)Nc2ccc(NC(=O)CC)cc2)cc1[N+](=O)[O-] | i | i
CCn1c(SCC(=O)NC)nnc1C(C)C | i | i
CC(C)C(=O)c1cc2c(cc1NC(=O)Nc1cccc3ccccc13)OCCO2 | i | i
O=C(NCc1cccs1)C12CC3CC(CC(C3)C1)C2 | i | i

Sorted by heavy-atom count (smallest number first): some entries from above
SMILES | CHT allo act | CHT block
Cc1nc2c(Cl)cc(Cl)cc2[nH]1 | i | i
CNC(=O)CC(=O)Nc1ccccc1C(=O)O | i | i
Cc1cc(C)c2c3c(sc2n1)C(=O)N(C)CC(=O)N3 | i | i
O=C(OCc1nc2ccccc2[nH]1)C12CC3CC(CC(C3)C1)C2 | i | i
Nc1nc(CSc2n[nH]c(-c3ccccc3)n2)nc(Nc2ccccc2)n1 | i | i
CCOc1ccc(C(=O)NC(=S)Nc2ccc(NC(=O)CC)cc2)cc1[N+](=O)[O-] | i | i
CCOC(=O)C1(CCOC)CCN(C(=O)c2ccccc2-c2cccc(C)c2)CC1 | i | i

The listing picks up, repeating the 3 entries before the break.
SMILES | CHT allo act | CHT block
CCn1c(SCC(=O)NC)nnc1C(C)C | i | i
CC(C)C(=O)c1cc2c(cc1NC(=O)Nc1cccc3ccccc13)OCCO2 | i | i
O=C(NCc1cccs1)C12CC3CC(CC(C3)C1)C2 | i | i
Cc1ccc(OCCCC(=O)NNC(=O)c2ccncc2)cc1 | i | i
COc1ccc(C(=O)NCCS(=O)(=O)NC(C)c2ccccc2)cc1 (stereo not given) | i | i
COc1ccccc1NC(=O)NC1(C(=O)N2CCCCC2)CCCCC1 | i | i
Nc1nonc1C(=Nc1ccccc1)NO | i | i
O=C(COC(=O)c1ccccc1Br)NCCN1C(=O)CSC1=O | i | i
CCOc1cccc(C(=O)N(Cc2cccc(F)c2)C2CCS(=O)(=O)C2)c1 (stereo not given) | i | i
COc1ccc(NC(=O)c2ccc(COc3ccccc3)o2)cc1 | i | i
CCOC(=O)C1CCN(S(=O)(=O)CCNC(=O)c2cccc(OC)c2)CC1 | i | i
O=C(COc1ccc(-c2nnco2)cc1)Nc1ccc(C(F)(F)F)cc1 | i | i
COc1ccc(OC)c(NC(=O)Cn2cc(C=O)c3ccccc32)c1 | i | i
CC(=O)c1ccc(N2CCN(c3ccc(S(=O)(=O)NCCCN(C)C)cc3[N+](=O)[O-])CC2)cc1 | i | i
CC(C)OP(=O)(OC(C)C)C(Nc1ccc(C(=O)O)cc1)c1ccccc1 (stereo not given) | i | i
CCN(CC)c1cc(NCCO)c([N+](=O)[O-])c2nonc12 | i | i
Cc1ccc(S(=O)(=O)N2CCN(C(=O)C3Cc4ccccc4CN3C(=O)c3ccco3)CC2)cc1 (stereo not given) | i | i
COc1cccc(NC(=O)COC(=O)COc2cccc3c2OC(C)(C)C3)c1 | i | i
CCO[C@@H]1OC(C(=O)NCc2ccccc2)=C[C@H](C)[C@H]1CCCO | i | i
Cc1c(C(=O)OC(C)C)[nH]c2c1C(=O)CCC2 | i | i
NC(=O)C1CCN(C(=O)C2CCC(=O)N(CC3CCCCC3)C2)CC1 (stereo not given) | i | i
Cc1cc2cc(CCNS(C)(=O)=O)c(=O)[nH]c2cc1C | i | i
CCC(=O)N(CCC1(c2ccccc2OC)CCOC(C(C)C)C1)Cc1ccco1 (stereo not given) | i | i
CCOCCCNC(=O)Cn1cnc2c(cnn2-c2ccc(OC)cc2)c1=O | i | i
Cc1cccc(/C=N/NC(=O)Cc2cccs2)c1 | i | i
CC1=CC2=NC(=O)CC(C)(C(=O)N(CC(=O)NC3CCCC3)c3ccccc3F)N2C=C1 (stereo not given) | i | i
O=c1[nH]c(=O)c2nnc(N/N=C/c3ccccc3F)nc2[nH]1 | i | i
CCOc1ccc(N(C(=O)c2cnccn2)C(C(=O)NC2CCCCC2)c2ccc(O)cc2)cc1 (stereo not given) | i | i
